AT treatment: candidate therapy for ataxia-telangiectasia. […] A-T fibroblasts, KAP-1 phosphorylation AlphaLISA; neocarzinostatin DNA damage 30 min before lysis. Potency, µM (titrated, usually from 57.5 µM), for the others: at the top dose activation, usual class: activators. actives 0.19% (n = 320,000); also: potency is read from the fitted curve at half-maximal effect; % of control where 0% means no effect; nearly all actives have a fitted effect of over 45% in size
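ATM-like activity read as KAP-1 phosphorylation via AlphaLISA donor/acceptor antibody pairs after lysis and 6 hr at 25C. Cells were ATM-null patient fibroblasts ([…], hTERT), dosed 60 min, then exposed to the DSB inducer NCS for 30 min.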
Eya2 inh: blocks the phosphatase activity of human Eya2. recombinant Eya2, OMFP fluorescence dephosphorylation (OMFP is methylfluorescein phosphate). Potency, µM (highest dose often 76.9 µM), for the others: at the highest dose activity, negative = inhibition, actives largely listed as inhibitors. actives 0.006% (n = 330,000); also: potency is read from the fitted curve at half-maximal effect; % is scaled to controls: 0 for no effect and ±100 for the full control effect
Target sequence (O00167 whole entry, looked up): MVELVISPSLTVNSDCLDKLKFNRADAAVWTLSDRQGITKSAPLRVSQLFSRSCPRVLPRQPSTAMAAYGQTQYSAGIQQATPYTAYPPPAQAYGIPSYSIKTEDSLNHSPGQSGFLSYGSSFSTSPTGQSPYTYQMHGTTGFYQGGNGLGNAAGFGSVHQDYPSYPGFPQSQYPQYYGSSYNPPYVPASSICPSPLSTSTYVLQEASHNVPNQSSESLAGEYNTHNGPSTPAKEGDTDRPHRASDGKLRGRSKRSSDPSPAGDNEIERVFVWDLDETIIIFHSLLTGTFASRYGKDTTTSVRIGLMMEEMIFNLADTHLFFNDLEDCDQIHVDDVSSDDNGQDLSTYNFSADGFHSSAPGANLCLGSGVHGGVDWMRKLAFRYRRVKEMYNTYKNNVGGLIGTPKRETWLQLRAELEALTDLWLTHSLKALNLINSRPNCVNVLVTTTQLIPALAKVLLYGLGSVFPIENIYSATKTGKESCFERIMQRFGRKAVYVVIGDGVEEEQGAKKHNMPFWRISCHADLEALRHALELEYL
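Eya2 protein (added as 0.2 uM solution) was preincubated with compound for 10 min at ambient temperature in 50 mM HEPES pH 7.5, 50 mM NaCl, 5 uM MgCl2, 0.05% BSA, 1 mM DTT. OMFP (added at 50 uM) then reacted 10 min; fluorescence read at 485/525 nm.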
USP2a block: inhibitors of human ubiquitin-specific protease USP2a. USP2 core, Ub-CHOP2 coupled fluorogenic reporter, 485/531. Potency, µM (series often up to 38.3 µM), without a hit: top-dose activity change, negative = inhibition, hits mostly inhibitors. actives 0.01% (n = 330,000);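 also: potency is read from the fitted curve at half-maximal effect; plate controls were DMSO wells for no effect and full inhibition by NEM control for full effect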
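Deubiquitinase activity read as fluorescence (485/531 nm) after Ub-CHOP2 cleavage activates the enterokinase reporter on its substrate; USP2 core 10nM, Ub-CHOP2 and substrate 25nM each, 30min compound preincubation then 60min RT; data normalized to NEM, curves fitted.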
Mito fusion act: inhibitors of mitochondrial division or activators of mitochondrial fusion; S. cerevisiae fusion-defective mutant growth rescue, CellTiterGlo 48 h; Potency, µM (doses to about 46.1 µM), inactives show at the highest dose growth rescue (activation), actives largely listed as activators; actives 0.23% (n = 320,000); AID 485298;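 also: potency is read from the fitted curve at half-maximal effect; % of control where 0% means no effect; nearly all actives have a fitted effect of over 45% in size; temperature-sensitive fusion mutants such as fzo1-1 at 37 °C on non-fermentable ethanol glycerol medium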
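Compounds are tested for their ability to restore growth of mitochondrial fusion-defective yeast strains at non-permissive 37C in YPEG medium over 48 hours. Viability is quantified by luciferase luminescence.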
TCR act: T cell receptor activation; 330,000 tested, under 10 active; Potency, µM (highest dose often 9.22 µM), for the others: at the highest dose activation of IL-2 secretion, most hits filed as activators; primary human leukocytes, anti-CD3, IL-2 HTRF, 48 h; AID 504894; also: % of control where 0% means no effect
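Activity was scored as IL-2 release from primary human leukocytes given only a TCR signal (a-CD3 beads) plus compound for 48 hr. Detection used a two-antibody HTRF format read at 665nm.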
hERG WT inh: inhibitors of human wildtype KCNH2 potassium channel; Q12809; U2OS, BacMam KCNH2, thallium flux FluxOr; hits give low values; activity change, % at 1.84 µM; actives 0.37% (n = 340,000);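 active = maximum activity change below -70%; inconclusive = maximum activity change between -70% and -50%; inactive = maximum activity change above -50%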; also: % is scaled to controls: 0 for no effect and ±100 for the full control effect
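U2OS cells transduced with wild-type KCNH2 virus are loaded with FluxOr dye for 45 min, and thallium flux is measured in kinetic reads before and after stimulation buffer. Rate constants are normalized to DMSO controls.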
KCNH2 3.1 inh: inhibitors of human KCNH2 3.1 potassium channel isoform; AID 720553; activity change, % (tested at about 1.8 µM); U2OS KCNH2 3.1, thallium flux FluxOr; hits give low values; actives 0.95% (n = 340,000);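 active = maximum activity change below -70%; inconclusive = maximum activity change from -70% to -50%; inactive = maximum activity change above -50%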;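 also: thallium influx rate constant from kinetic fluorescence after stimulation buffer; % is scaled to controls: 0 for no effect and ±100 for the full control effect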
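Steps: virus added to U2OS suspension (4 h, RT, dark); medium with 10% FBS added, cells plated, 37 C overnight; FluxOr/Red40 loading buffer 45 min RT; stimulation buffer, 2 min kinetic read; rate constant normalized.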
TSHR antagonist: antagonists of human thyroid stimulating hormone receptor; AID 504810; actives 0.2% (n = 330,000); activity change, negative = inhibition, % at 11.5 µM; TSHR-expressing cells, TSH-stimulated cAMP HTRF, 2 h; hits give low values; P16473;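 active = activity change below a set negative limit, meaning inhibition stronger than a set level, cut at about -70% in these data; inconclusive = activity change between two set negative limits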; also: % is scaled to controls: 0 for no effect and ±100 for the full control effect
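Freshly harvested TSHR cells receive pin-tooled compound, then EC80 TSH at 4nM final. After 2 hours at 37 deg C, antibody in lysis buffer and cAMP-d2 are added; 30 minutes at ambient temperature precede the HTRF read.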
TRPV1 ag: activates the human vanilloid receptor TRPV1; activation, % at 8.33 µM; AID 540275; Q8NER1; actives 0.19% (n = 320,000); TRPV1-expressing cells, Fluo-8 calcium influx, agonist mode; in the data active = activation above about 80%; inconclusive = between about 30% and that limit; also: 0% is about no effect
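Cells expressing TRPV1 were dye-loaded with Fluo-8 and read kinetically: 10 s baseline, 3 min after compound (agonist portion), then 2 min after EC20 capsaicin (allosteric enhancer portion). Calcium-bound dye fluorescence at 480/520 nm.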
ELG1 repair inh: ELG1-dependent DNA repair inhibition; HEK293T ELG1-luciferase reporter, luminescence, 16 h; DNA damage induced by 5-fluorouridine; Potency, µM (doses to about 46.1 µM), for the others: at the top dose activity change, negative = inhibition, actives largely listed as inhibitors; actives 2.3% (n = 330,000); AID 504467; also: potency is read from the fitted curve at half-maximal effect; % is scaled to controls: 0 for no effect and ±100 for the full control effect; nearly all actives have a fitted effect of over 55% in size
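Reporter activity after DNA damage by 5-fluorouridine is monitored. Compound-treated cells incubate 16 hr at 37 °C, then ONE-Glo is added for 30 min before luminescence reading.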
* = called active by the depositor; ? = inconclusive; . = not tested or not shown; [ ] = another dose, or the depositor's remark. Unless noted, calls follow the shape of the dose curve; as a rule, active = well fitted curve in the direction sought with a large enough effect; inconclusive = small, poorly fitted or top-dose-only effect, or another doubt; inactive = no such curve, though single readings can be large; an effect the other way counts as inactive or inconclusive.

Every second line gives: AT treatment	Eya2 inh	USP2a block	Mito fusion act	TCR act	hERG WT inh	KCNH2 3.1 inh	TSHR antagonist	TRPV1 ag	ELG1 repair inh
- CSc1nn(CCc2ccncc2)c(=S)s1
    ?	-7.1%	3.1%	-5.7%	3.0%	3.4	20.3	43.3	-3.1	5.1%
- O=C(Cn1cc2c(n1)CCCCC2)Nc1ccccc1Br
    -2.3%	-3.6%	0.9%	5.6%	-16.9%	-4.5	3.5	-3.7	25.4	2.1%
- CC(C)(C)c1ccc(/C=N/NC(=O)C(=O)NCCCN2CCOCC2)cc1
    -3.1%	7.2%	-1.8%	0.3%	-5.5%[46.1 µM]	11.5	0.4	0.6	-0.8	14.5%
- CN(C)C1=NCCN1CC1CCCC1
    10.1%	-3.9%	0.1%	-9.2%	-3.1%	5.1	-1.9	0.8	-0.9	-2.6%
- CC1CCC(C(C)C)C(OC(=O)COC(=O)c2cc(O)ccc2N)C1 (stereo not drawn)
    12.9%	-14.5%	-5.8%	18.7%	3.0%[46.1 µM]	-35.2	-5.3	-26.8	?	-0.4%
- CC(=O)C1=C(O)C(=O)N(Cc2cccnc2)C1c1ccccc1Cl (stereo not drawn)
    .	0.7%	2.6%	1.9%	-2.5%	-9.9	6.5	8.6	0.9	8.1%
- CCOc1cc(-c2cc(-c3ccc(OC)cc3)nc(N)c2C#N)ccc1O
    1.5%	-21.2%	-2.0%	4.1%	1.3%	14.6	-0.2	-1.4	9.4	?
- CCc1nn(C(C)C(=O)NCCc2ccccc2)c(=O)c2cc3occc3n12 (stereo not drawn)
    -3.7%	-5.0%	4.7%	2.1%	2.1%	-6.8	5.1	21.2	2.9	10.1%
- N#Cc1c(N2CCCC2)nsc1-c1ccccc1
    1.4%	-3.3%	-1.6%	22.2%	3.6%	.	-0.8	-3.2	7.7	?
- O=C1c2ccccc2CN1CCSC(=S)N1CCSCC1
    -5.1%	0.2%	7.7%	5.3%	.	.	.	25.8	90.4*	?
- Cc1ccc(NC(=O)CCC(=O)N/N=C/C=C/c2ccccc2)cc1
    3.3%	0.6%	1.2%	-5.3%	-9.9%	27.1	.	8.7	2.4	28.8%
- Cc1cc(C)n(CC(O)Cn2c3ccc(Br)cc3c3cc(Br)ccc32)c(=O)n1 (stereo not drawn)
    .	22.7%	-11.0%	-15.3%	-6.9%	-4.0	-1.2	9.3	6.3	?
- Cc1ccsc1/C=N/Nc1ncc(Cl)cc1Cl
    -4.0%	4.1%	2.6%	-15.3%	-2.7%	-4.1	-2.2	-1.5	8.5	?
- CC(=O)Nc1ccc(NC(=O)C(NS(=O)(=O)c2ccc3c(c2)OCCO3)C(C)C)cc1 (stereo not drawn)
    -1.0%	3.5%	-0.3%	-5.6%	.	6.4	-1.1	8.5	1.0	4.7%
- COc1ccccc1CC(=O)Nc1cccc(C(=O)NN2C(=O)c3ccccc3C2=O)c1
    -11.7%	-5.4%	2.0%	-16.4%	-3.6%[46.1 µM]	-5.1	-13.7	7.2	-1.7	-1.3%
- CCC(C)N(C(=O)c1csnn1)C(C(=O)NCc1ccc(F)cc1)c1ccccc1F (stereo not drawn)
    -2.0%	-4.9%	-0.3%	10.7%	-5.4%	-3.6	-13.5	4.0	0.5	-0.7%
- COc1cc(/C=C2/C(=O)NN(c3ccc(Cl)cc3)C2=O)ccc1OC(=O)c1ccco1
    0.2%	1.6%	-1.9%	19.1%	-4.6%[46.1 µM]	1.5	26.6	-4.0	1.2	?
- c1ccc(-c2nnc(N3CCCC3)nc2-c2ccccc2)cc1
    -1.2%	-14.5%	-8.3%	29.5%	-1.7%	1.6	-1.7	-2.1	?	-3.0%
- CCOC(=O)N/N=C/C=C/c1ccccc1[N+](=O)[O-]
    8.0%	0.3%	2.0%	13.5%	0.1%	-6.4	0.2	-2.3	-2.3	?
- CC1CCC(NC(=O)C2COc3ccccc3O2)CC1 (stereo not drawn)
    3.2%	-7.1%	-0.5%	7.4%	1.7%	-21.4	9.5	62.8	?	?
- CCOC(=O)C1CCCN(c2c(NCCN3CCCCC3C)c(=O)c2=O)C1 (stereo not drawn)
    -3.4%	?	0.5%	1.2%	-0.1%	-0.8	-1.1	-4.3	0.4	22.9%
- COc1cccc(C2CC(c3ccccc3)n3ncnc3N2)c1 (stereo not drawn)
    7.4%	14.6%	1.6%	3.7%	-1.0%	-1.8	10.3	0.8	-0.7	7.6%
- O=S(=O)(NCc1ccccc1)c1ccc(S(=O)(=O)N2CCCCC2)cc1
    1.1%	-9.2%	-0.2%	-0.2%	4.3%	-18.4	-19.5	10.4	-0.6	12.6%
- CCOC(=O)C(CC)n1cnc2c(nnn2-c2ccc(F)cc2)c1=O (stereo not drawn)
    -1.2%	0.3%	0.1%	3.5%	0.2%	-0.2	-32.0	-10.2	-0.6	?
- O=S(=O)(NC1CCCCC1)c1cccs1
    6.1%	-1.0%	9.0%	-1.8%	-3.3%	-2.0	-0.8	1.3	0.3	-8.3%
- CC1CCC2(CC1)NC(=O)N(CC(=O)Nc1cccc(S(=O)(=O)N3CCCCC3)c1)C2=O (stereo not drawn)
    -12.6%	-27.2%	3.9%	.	.	5.1	-1.4	1.0	.	-9.2%
- O=C(Nc1nc2ccccc2n1CCOc1ccc(Cl)cc1)c1ccco1
    1.2%	-3.4%	0.9%	7.4%	1.3%	-4.1	16.1	-11.2	.	?
- Nc1cc(=O)[nH]c(SCC(=O)NNC(=O)c2ccccc2)n1
    -20.4%	0.2%	1.2%	2.2%	-0.1%	0.0	0.8	8.6	2.9	11.9%
- Clc1cccc(CSc2nnc([C@@H]3CCCN3)o2)c1
    .	0.2%	-1.5%	-8.0%	-1.0%	1.4	2.7	36.0	-7.4	0.0%
- O=C(NC1CCCC1)C(c1ccncc1)N(C(=O)c1csnn1)c1ccccc1F (stereo not drawn)
    -5.8%	-2.4%	2.0%	-5.8%	1.7%	9.2	9.0	1.6	-0.2	1.9%
- CCC(CC)CN1CCN=C1Nc1ccccc1
    8.7%	-10.1%	3.6%	-3.3%	2.0%	7.7	4.9	10.9	0.9	0.1%
- C=CCSC1=N/C(=C/c2ccsc2)C(=O)N1c1ccccc1
    3.4%	-3.8%	2.8%	8.2%	-1.5%[46.1 µM]	-1.8	9.0	-8.0	1.8	?
- OC1CCN(C(c2ccc3ncccc3c2)c2nnnn2C2CCCCC2)CC1 (stereo not drawn)
    2.7%	-0.8%	2.3%	1.9%	4.1%	-1.0	1.8	10.0	-1.3	9.6%
- COc1ccc(NC(=O)COc2ccccc2C)cc1S(=O)(=O)N1CCCCC1
    -7.9%	8.2%	2.2%	5.5%	-2.3%	1.1	21.2	-21.1	-0.7	?
- CN(C(=S)NC(=O)CCCOc1ccc(Cl)cc1Cl)c1ccccc1
    14.3%	-38.8%	-1.4%	20.7%	-13.6%	-18.2	1.7	-16.3	-0.8	8.4%
- CC1CCCN(C(=O)C(=O)c2cn(CC(=O)N3CCCCCC3)c3ccccc23)C1 (stereo not drawn)
    15.4%	-0.6%	-0.4%	0.5%	0.5%	3.9	2.6	4.2	6.8	-13.7%
- CCOC(=O)N1CCN(Cc2nc3cc(NC(=O)C(C)C)ccc3n2CC)CC1
    -11.4%	?	0.2%	-1.4%	0.5%	11.7	5.8	0.6	2.6	?
- COc1ccc(C(=O)N/N=C/C(C)c2ccccc2)cc1OC (stereo not drawn)
    -2.4%	25.1%	5.1%	3.4%	-15.5%	21.4	-18.7	1.5	0.4	7.2%

Structures listed so far marked active in TRPV1 ag.
canonical_smiles | Eya2 inh | TCR act | TSHR antagonist | TRPV1 ag
O=C1c2ccccc2CN1CCSC(=S)N1CCSCC1 | 0.2% | . | 25.8 | 90.4*

From PubChem

Some of the compounds tested, so the mix of outcomes need not match the whole.
